Source: PubChem BioAssay
UTI89 phage lysis: inhibition of K1F phage lysis, E. coli UTI89, bacterial capsule biogenesis inhibitors, alamar blue (AID 488966); E. coli UTI89 K1F phage lysis, alamar blue, 2 h; higher % means a stronger effect; inhibition, % at 100 µM; hits with a dose series show IC50 in µM; 340,000 tested, 0.02% active;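 active = phage lysis inhibition, versus mean bacterial control, above a set limit; inconclusive = no clear call, values can overlap the other calls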;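 also: capsule biogenesis inhibitors block K1F phage lysis so surviving cells raise fluorescence; higher fluorescence means more inhibition of phage lysis; actives were called in the ten point dose series up to 300 µM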
NS5 inhibitors: Dengue-2 NS5 methyltransferase inhibitors, primary screen, biochemical, confirmation dose response (AID 588689); Genome polyprotein (Dengue virus type 2 (strain 16681-PDK53)); Dengue-2 NS5 methyltransferase capping enzyme assay, biochemical; higher % means a stronger effect; one-dose inhibition, % at 25 µM; IC50 in µM for titrated hits; 340,000 tested, 0.3% active; in the data active = a potency from the dose series; inconclusive = inhibition above about 29% without an active follow-up result
NS5 inhibitors pilot replicate: further read-out of NS5 inhibitors, marked with its call; inhibition, %; measured here: pilot screen replicate inhibition
* = called active by the depositor; i = inactive; ? = inconclusive; [ ] = remark or other dose. Not all compounds are listed (hit frequency here may not be typical).

SMILES	UTI89 phage lysis	NS5 inhibitors	others
Cc1ccc(C(=O)NN=Cc2ccc3c(c2)OCO3)cc1	1.4%	0.0%
Cc1nc(SCc2nc3c(O)cccc3[nH]2)c2oc3ccccc3c2n1	0.1%	5.0%
COc1cc(C)ccc1OC(C)C(=O)Nc1ccc(N2CCCCC2)cc1 (centres undefined)	2.0%[50 µM]	-1.5%
COc1ccc(OC)c(COC(=O)c2cccc(S(=O)(=O)N3CCCCC3)c2)c1	0.5%[50 µM]	1.5%
O=[N+]([O-])c1ccc(COc2ccccc2CN2CCOCC2)cc1	-0.1%	0.7%
Cc1nc2cc(C)c(C)cc2o1	-0.5%	-0.8%
O=C(CN1C(=O)NC(CCc2ccccc2)C1=O)Nc1ccccc1C(F)(F)F (centres undefined)	0.4%[50 µM]	7.3%
Cc1cc(C)c(S(=O)(=O)Oc2ccccc2[N+](=O)[O-])c(C)c1	-0.4%	-4.8%
CCN(CC)C(CNC(=O)CSc1nnnn1-c1c(C)cccc1C)c1ccco1 (centres undefined)	0.7%[50 µM]	-5.1%
Cc1c(C(=O)NNC(=O)c2cccnc2)cccc1[N+](=O)[O-]	0.4%[50 µM]	5.2%
CC1(C)CC2CC(C)(CN2C(=O)COC(=O)c2ccc(NC(=O)CC#N)cc2)C1 (centres undefined)	0.2%[50 µM]	0.0%
O=S(=O)(c1ccccc1)N1CCN(Cc2c(O)ccc3ccccc23)CC1	1.3%[50 µM]	-13.9%
O=C1NC(=O)C(=Cc2ccco2)S1	?	-10.3%
CC(Sc1ccccc1F)C(=O)Nc1ccc2c(c1)OCCO2 (centres undefined)	0.5%[50 µM]	-3.9%
O=C(CCC(=O)N1CCN(c2ccccn2)CC1)c1cccs1	-1.0%	-1.6%
COc1ccc(C(=O)NCC(C)(c2ccccc2)c2ccccc2)cc1S(=O)(=O)N1CCOCC1	-0.2%[50 µM]	1.5%
Cc1cc(C)cc(NC(=S)N2CCC(C(=O)c3ccc(F)cc3)CC2)c1	-0.1%	-4.0%	NS5 inhibitors pilot replicate=1.2
CCCCN1CC(COCc2ccccc2)Oc2cccc(Oc3ccc(C(C)C)cc3)c2S1(=O)=O (centres undefined)	0.2%	-1.3%	NS5 inhibitors pilot replicate=-2.1
CN(C)S(=O)(=O)c1cccc(COC(=O)CNC(=O)c2ccc(Br)o2)c1	1.7%[50 µM]	-6.5%
O=S(=O)(NCCc1ccc(F)cc1)c1cc(C(F)(F)F)ccc1Br	0.1%	-0.7%	NS5 inhibitors pilot replicate=-1.5
COc1ccc2c(c1)OC[C@H]1[C@@H]2N2C(=O)[C@@H](C)NC(=O)[C@@]2(C)[C@H]1c1ccccc1	0.7%	-1.7%
CCC[C@@H](CN1CCC[C@H]1CN1C(N)=NC[C@H]1CC(C)C)N1C[C@@H]([C@H](C)CC)N(CCCC2CCCC2)C1=N	5.8%	3.3%	NS5 inhibitors pilot replicate=-4.6
C/C(=N\Nc1ccc(Cl)nn1)c1ccccc1O	-0.3%	2.9%
CCN1C(=O)CC(C(C)C)N(C2CCCC2)c2nc(Nc3ccc(C(=O)NC4CCN(C)CC4)cc3OC)ncc21 (centres undefined)	6.8%	-1.6%
Cc1ccc(S(=O)(=O)N2CCN(CC(=O)Nc3ccccc3C(=O)NC3CC3)CC2)cc1	0.8%[50 µM]	26.0%
CC(C)Oc1ccc(S(=O)(=O)N2CCOCC2)cc1NC(=O)Cc1ccsc1	1.7%	-6.4%
COc1ccc(CC(=O)OCC(=O)N2CCN(S(=O)(=O)c3ccc(C)cc3C)CC2)cc1OC	2.3%[50 µM]	-2.2%
O=C(CN1C(=O)NC2(CCCC2)C1=O)NCc1ccco1	1.4%[50 µM]	-3.6%
O=C(/C=C/c1ccccc1)c1ccc2ccccc2c1	-0.9%	-0.4%
O=C1CCC(C(=O)OCC(=O)Nc2ccc(Cl)cc2C(F)(F)F)=NN1	1.2%[50 µM]	-13.0%

Sorted by heavy-atom count (descending): part of the list above.
SMILES	UTI89 phage lysis	NS5 inhibitors	others
CCC[C@@H](CN1CCC[C@H]1CN1C(N)=NC[C@H]1CC(C)C)N1C[C@@H]([C@H](C)CC)N(CCCC2CCCC2)C1=N	5.8%	3.3%	NS5 inhibitors pilot replicate=-4.6
CCCCN1CC(COCc2ccccc2)Oc2cccc(Oc3ccc(C(C)C)cc3)c2S1(=O)=O (centres undefined)	0.2%	-1.3%	NS5 inhibitors pilot replicate=-2.1
COc1ccc(C(=O)NCC(C)(c2ccccc2)c2ccccc2)cc1S(=O)(=O)N1CCOCC1	-0.2%[50 µM]	1.5%
COc1ccc(CC(=O)OCC(=O)N2CCN(S(=O)(=O)c3ccc(C)cc3C)CC2)cc1OC	2.3%[50 µM]	-2.2%
Cc1ccc(S(=O)(=O)N2CCN(CC(=O)Nc3ccccc3C(=O)NC3CC3)CC2)cc1	0.8%[50 µM]	26.0%
COc1ccc2c(c1)OC[C@H]1[C@@H]2N2C(=O)[C@@H](C)NC(=O)[C@@]2(C)[C@H]1c1ccccc1	0.7%	-1.7%
Cc1cc(C)cc(NC(=S)N2CCC(C(=O)c3ccc(F)cc3)CC2)c1	-0.1%	-4.0%	NS5 inhibitors pilot replicate=1.2
O=C1CCC(C(=O)OCC(=O)Nc2ccc(Cl)cc2C(F)(F)F)=NN1	1.2%[50 µM]	-13.0%
O=S(=O)(NCCc1ccc(F)cc1)c1cc(C(F)(F)F)ccc1Br	0.1%	-0.7%	NS5 inhibitors pilot replicate=-1.5
O=C(CN1C(=O)NC2(CCCC2)C1=O)NCc1ccco1	1.4%[50 µM]	-3.6%
O=C(/C=C/c1ccccc1)c1ccc2ccccc2c1	-0.9%	-0.4%
C/C(=N\Nc1ccc(Cl)nn1)c1ccccc1O	-0.3%	2.9%

Carrying on:
SMILES	UTI89 phage lysis	NS5 inhibitors	others
O=C(Nc1ccc(Cl)cc1)c1nc[nH]c1C(=O)N1CCN(c2ccccc2)CC1	1.6%	-6.8%
CC(=O)CSc1nc(CCc2ccccc2)c(C#N)c(=O)[nH]1	0.0%	-10.3%
O=C(OCc1ccccc1)N1CCC2CC1c1cc(N3CCOCC3)ccc12 (centres undefined)	-0.2%	-2.6%	NS5 inhibitors pilot replicate=3.4
O=C(COc1cccnc1[N+](=O)[O-])Nc1cccc2ccccc12	0.0%[50 µM]	-4.8%
CC(C)(c1ccccc1)c1ccc(OCc2ccc(C(=O)O)o2)cc1	-1.5%[50 µM]	13.0%
O=C(NCc1ccncc1)c1cccc(S(=O)(=O)Nc2ccc(F)cc2)c1	0.8%[50 µM]	-2.2%
O=C(NNC(=O)c1ccc(S(=O)(=O)N2CCCC2)cc1)c1ccc(Br)cc1	1.1%[50 µM]	-5.0%
COc1cccc(CC(=O)NNC(=O)CN(C)S(=O)(=O)c2ccc(C)cc2)c1	0.6%[50 µM]	4.5%
O=C1COc2ccc(C(=O)COC(=O)/C=C/c3ccco3)cc2N1	0.6%[50 µM]	-10.3%
CCc1cc(C(=O)NNC(=O)c2csc(N3CCOCC3)n2)sc1C	1.1%[50 µM]	-0.7%
CC(C)(C)c1ccc(C2(C)NC(=O)N(CC(=O)NC3CCS(=O)(=O)C3)C2=O)cc1 (centres undefined)	0.0%[50 µM]	-5.0%
CN(C)C(=O)CCc1ccc2c3c([nH]c2c1)[C@]1(C)[C@@H](C(=O)N2CCCCC2)C[C@H](CC(=O)NCC24CC5CC(CC(C5)C2)C4)C(=O)N1CC3	0.2%	2.0%	NS5 inhibitors pilot replicate=-0.9
Cc1cc(=O)n2c3c(c4c(cc13)c(CN(C)C)cc(=O)n4C)OC2	4.1%	10.8%
O=C(NN(C(=O)c1ccccc1)c1cccs1)c1ccccc1	1.3%	-7.2%
CC(C)(C)OC(=O)C[C@@H]1C/C=C\C[C@H](CC(=O)N(CCO)Cc2ccccc2)C(=O)N2CCC[C@@H]2COC1=O	1.1%	-1.6%
CC1CCN(S(=O)(=O)c2ccc(Cl)s2)CC1	0.9%	-2.4%
COc1ccc(OC)c(CN2CCN(C(=O)c3ccc(C)c(S(=O)(=O)Nc4ccccc4OC)c3)CC2)c1	-0.2%[50 µM]	1.8%
CC1CN(S(=O)(=O)c2cc(C(=O)N(C)Cc3cccs3)ccc2Cl)CC(C)O1 (centres undefined)	0.5%[50 µM]	-7.6%
N#CCCN(NC(=O)OCc1ccccc1)C(=O)OCc1ccccc1	2.2%	-0.8%
CN1C(c2ccc(F)cc2)=CS/C1=C(/C#N)c1nnc2n1-c1ccccc1SC2	0.8%	-6.5%
O=C1CCCN1CCc1cccc2ccccc12	3.7%	2.7%
COC(=O)[C@]1(Cc2ccccc2)N[C@H](CN(C)S(=O)(=O)c2ccc(C(C)(C)C)cc2)[C@@H]2C(=O)N(C)C(=O)[C@@H]21	0.1%	-1.6%	NS5 inhibitors pilot replicate=-0.9
Cc1ccc(CNC(=O)c2ccc(N3CCC4(CC3)CC(c3cccc(Br)c3)=NO4)c(NC(=O)c3ccc(Br)cc3)c2)cc1	4.2%	-12.4%
CCOC(=O)C1(Cc2ccccc2)CCCCCC1=O (centres undefined)	0.1%	1.9%
COc1ccc(S(=O)(=O)Nc2ccc3c(c2)CC(=O)N([C@@H](C)CO)C[C@H](C)[C@@H](CN(C)S(=O)(=O)c2ccc(F)cc2)O3)cc1	2.5%	1.7%
CCCCCOc1ccc(C(=O)CCC(=O)NNC(=O)c2ccncc2)cc1	-0.3%[50 µM]	-1.4%
Cc1cccc(C(=O)OCC(=O)NC23CC4CC(CC(C4)C2)C3)c1O	-1.4%	-10.8%
COc1ccc(S(=O)(=O)Nc2ccc3c(c2)C(=O)N([C@H](C)CO)C[C@H](C)[C@@H](CN(C)C(=O)NC(C)C)O3)cc1	1.0%	-5.6%
O=c1[nH]nc(N=Nc2c(O)[nH]c3ccc(F)cc23)c(=O)[nH]1	0.1%	7.7%
O=C1OC(c2ccccc2)(c2ccccc2)c2ccccc21	-4.7%	-7.0%
C=CCOC1=CS(=O)(=O)N(Cc2ccc(Br)cc2)c2ccc(Br)cc21	0.2%	-3.0%	NS5 inhibitors pilot replicate=-3.9
C[n+]1cccc(C(=O)O)c1	-1.4%	-2.2%
C[C@H](NS(=O)(=O)c1ccccc1F)C(=O)OCC(=O)Nc1ccc2c(c1)OCCO2	4.8%	8.8%
CCCCNc1c(-c2ccc(OC)c(SC3CCCCC3)c2)nc2ccc(C)cn12	2.6%	-8.7%
O=C(NCCN1CCN(C(=O)c2cccc(OC(F)F)c2)CC1)c1cccc(OC(F)F)c1	-2.5%	9.7%
CN(CC(=O)NCCc1ccc(F)cc1)CC(=O)Nc1ccc(F)c(F)c1F	0.1%[50 µM]	0.0%
N#Cc1ccccc1OCC(=O)OCC(=O)N1CCCC1	-3.1%	4.3%
Cc1ccc(CN2CC(C(=O)N3CCN(S(=O)(=O)c4ccccc4)CC3)CC2=O)cc1 (centres undefined)	0.8%[50 µM]	-0.7%
Cc1cccc(OCc2nnc(SC(C)C(=O)Nc3ccc(N4CCOCC4)cc3)o2)c1 (centres undefined)	i	-0.8%
CC(Sc1nnc(Cc2cccs2)n1C1CC1)C(=O)NC1CCS(=O)(=O)C1 (centres undefined)	1.2%[50 µM]	-8.7%
CCN(C[C@H]1N[C@@](CC)(C(=O)OC)[C@H]2C(=O)N(Cc3ccccc3)C(=O)[C@@H]12)C(=O)c1ccc(C)cc1	-0.2%	0.3%	NS5 inhibitors pilot replicate=-3.6
CC(c1ccccc1)N1CC(C(=O)N2CCN(Cc3ccc(C#N)cc3)CC2)CC1=O (centres undefined)	1.5%[50 µM]	-8.1%
NC(=O)c1ccc(N2CCN(S(=O)(=O)c3cccs3)CC2)c([N+](=O)[O-])c1	3.8%[50 µM]	-2.6%
CC(=O)OC1CCC2C3CCC4OC(=O)CCC4C3CCC12C (centres undefined)	4.4%	1.9%
O=Cc1ccc(C(=O)OCC(=O)NC(=O)Nc2ccccc2F)cc1	-3.4%	7.8%
CCN(CC)C(=O)[C@H]1C[C@H](CC(=O)NCCCN(C)C)C(=O)N2CCc3c([nH]c4cc(CCC(=O)N(C)C)ccc34)[C@]12C	0.2%	-9.9%	NS5 inhibitors pilot replicate=0.0
COc1ccc(C(=O)Nc2nc(-c3ccccn3)cs2)cc1S(=O)(=O)N1CCOCC1	0.0%[50 µM]	7.7%
COc1cc([C@@H]2CC=C(C(=O)O)[C@H](c3ccc(C)cc3)N2S(=O)(=O)c2ccc(C)cc2)cc(OC)c1OC	0.0%	-0.7%
COc1cc(OC)c(C(=O)OCC(=O)NCC2CCCCC2)cc1OC	1.4%[50 µM]	0.0%
CN(C)S(=O)(=O)c1ccc(C(=O)Nc2ccc3nc(N4CCOCC4)sc3c2)cc1	0.4%[50 µM]	-19.1%
Next structures.
SMILES	UTI89 phage lysis	NS5 inhibitors	others
CC(=O)N(c1ccccc1C)c1ccccc1C	-1.2%	2.7%
O=C(COC(=O)COc1ccccc1[N+](=O)[O-])NCc1ccc2c(c1)OCO2	-4.5%	-0.8%
O=C(Nc1cc(-c2ccccc2)nn1C1CCCCC1)c1ccc(Cl)cc1	0.0%	3.1%
O=C(COC(=O)c1ccc2c(c1)OCCO2)Nc1ccc(F)cc1F	2.7%	9.7%
c1ccc(CN(Cc2ccccc2)Cc2nnc(-c3cc4ccccc4[nH]3)s2)cc1	2.2%	-1.0%
Cc1ccc(C(C)(C)C)cc1S(=O)(=O)Nc1cccc(C(=O)N2CCN(c3ccccn3)CC2)c1	-1.1%[50 µM]	-0.7%
Cc1ccc2c(c1)C(=O)N1[C@H]3c4ccccc4OC[C@@H]3[C@H](c3ccccc3)[C@]1(C)C(=O)N2	2.5%	-6.3%
Cc1cccc(N=C2CCCC2C(=O)Nc2cccc(C)c2C)c1C (centres undefined)	-3.6%	0.8%
Cc1ccc(S(=O)(=O)N2CCOCC2)cc1NC(=O)COC(=O)Cc1ccccc1	-2.4%	2.3%
